# Bioassay records deposited in PubChem BioAssay by National Center for Advancing Translational Sciences (NCATS).
# uPA generation: qHTS for Inhibitors of Cell Surface uPA Generation; cell surface uPA generation assay, qHTS; Potency, µM (doses to about 38.3 µM), without a hit: top-dose activity change, negative = inhibition, actives largely listed as inhibitors; 0.31% of 330,000 active; AID 540303, 2011; active means well fitted inhibition curve with a large enough effect; inconclusive means small, poorly fitted or top-dose-only effect; inactive means no such curve, though single readings can be large or run the other way; tested in mouse RAW 264.7 cells; further: potency means the concentration at half of the fitted maximal effect; nearly all actives have a fitted effect of over 55% in size
# hERG WT inh: qHTS for Inhibitors of KCHN2 3.1: Wildtype qHTS. AID 720551, 2013. U2OS, BacMam KCNH2, thallium flux FluxOr; active compounds read low. 0.37% of 340,000 active. activity change, % at 1.84 µM;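 active means maximum activity change below -70%; inconclusive means maximum activity change between -70% and -50%; inactive means maximum activity change above -50%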
#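 U2OS cells transduced with wild-type KCNH2 virus are loaded with FluxOr dye for 45 min, and thallium flux is measured in kinetic reads before and after stimulation buffer. Rate constants are normalized to DMSO controls.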
# BCR signal inh: qHTS Assay to Find Inhibitors of Chronic Active B-Cell Receptor Signaling. 0.05% of 340,000 active. ABC-DLBCL IkBa-CBG/CBR reporter, luminescence ratio, 4 h. AID 493014, 2011. Potency, µM (highest dose often 46.1 µM), for the others: top-dose ratio change, negative = lower green/red ratio, usual class: inhibitors; active means well fitted inhibition curve with a large enough effect in the signal ratio, with a control signal flat, not every such curve was filed as active; inconclusive means small, poorly fitted or top-dose-only effect, or effect the other way, or a change in a side signal; the % refers to the signal ratio;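 further: potency means the concentration at half of the fitted maximal effect; plate controls were basal doxycycline-induced cells for no effect and cells given 10 µM MG132 for full effect; MG132 reads +100%, hits lower the ratio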
#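 Doxycycline induced both beetle luciferases in TMD8 lymphoma cells; IKK-driven degradation limits the IkappaBalpha-fused green signal, while red luminescence normalises for cell number and nonspecific effects. Compounds tested up to 46 uM, 4 hrs.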
# Eya2 inh: qHTS Assay for Inhibitors of the Phosphatase Activity of Eya2. Potency, µM (doses to about 76.9 µM), for the others: top-dose activity, negative = inhibition, usual class: inhibitors. AID 488837, 2010. recombinant Eya2, OMFP fluorescence dephosphorylation (OMFP is methylfluorescein phosphate). Protein phosphatase EYA2 (Homo sapiens), O00167. 0.006% of 330,000 active; further: potency means the concentration at half of the fitted maximal effect
# Target sequence (O00167 whole entry, looked up): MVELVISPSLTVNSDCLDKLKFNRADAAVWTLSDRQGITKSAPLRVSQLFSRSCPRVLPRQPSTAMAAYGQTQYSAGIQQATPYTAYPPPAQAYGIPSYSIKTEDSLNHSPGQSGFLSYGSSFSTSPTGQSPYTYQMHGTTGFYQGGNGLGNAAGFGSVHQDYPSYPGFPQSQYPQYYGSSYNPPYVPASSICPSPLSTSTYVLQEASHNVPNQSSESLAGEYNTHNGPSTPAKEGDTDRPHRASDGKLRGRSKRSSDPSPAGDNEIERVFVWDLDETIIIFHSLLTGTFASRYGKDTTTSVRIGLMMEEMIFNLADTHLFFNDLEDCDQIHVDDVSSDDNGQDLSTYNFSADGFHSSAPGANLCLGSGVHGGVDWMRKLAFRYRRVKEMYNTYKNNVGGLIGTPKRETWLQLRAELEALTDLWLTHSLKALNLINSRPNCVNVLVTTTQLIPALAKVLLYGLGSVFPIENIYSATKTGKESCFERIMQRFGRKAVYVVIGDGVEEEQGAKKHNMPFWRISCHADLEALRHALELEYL
#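 Eya2 protein (added as 0.2 uM solution) was preincubated with compound for 10 min at ambient temperature in 50 mM HEPES pH 7.5, 50 mM NaCl, 5 uM MgCl2, 0.05% BSA, 1 mM DTT. OMFP (added at 50 uM) then reacted 10 min; fluorescence read at 485/525 nm.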
# PKM2 act: qHTS Assay for Activators of Human Muscle isoform 2 Pyruvate Kinase; Pyruvate kinase PKM (Homo sapiens), P14618; purified PKM2, Kinase-Glo ATP luminescence, activation; response scale: 0% is enzyme alone, no compound; Potency, µM (top dose mostly 57.5 µM), without a hit: at the highest dose activation, hits mostly activators; 0.34% of 260,000 active; AID 1631, 2009; further: potency means the concentration at half of the fitted maximal effect; nearly all actives have a fitted effect of over 55% in size
# Target sequence (P14618 whole entry, looked up, canonical isoform): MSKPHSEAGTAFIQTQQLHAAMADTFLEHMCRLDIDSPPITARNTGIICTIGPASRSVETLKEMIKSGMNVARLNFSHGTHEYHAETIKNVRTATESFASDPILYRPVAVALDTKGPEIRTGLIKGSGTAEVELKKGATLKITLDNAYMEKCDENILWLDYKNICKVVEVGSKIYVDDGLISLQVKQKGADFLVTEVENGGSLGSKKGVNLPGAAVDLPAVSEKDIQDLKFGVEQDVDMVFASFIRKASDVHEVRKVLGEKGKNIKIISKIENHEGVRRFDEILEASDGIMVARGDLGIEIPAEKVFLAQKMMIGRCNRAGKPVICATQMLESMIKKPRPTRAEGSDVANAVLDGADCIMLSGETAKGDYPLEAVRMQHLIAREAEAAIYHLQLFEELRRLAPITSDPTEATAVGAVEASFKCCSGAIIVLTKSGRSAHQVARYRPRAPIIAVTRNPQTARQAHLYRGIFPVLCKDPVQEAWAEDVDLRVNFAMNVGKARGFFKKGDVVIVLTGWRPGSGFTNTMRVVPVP
#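 Purified hPK-M2 (>95%) run at intermediate activity with 0.1 mM ADP and 0.5 mM PEP in 50 mM imidazole pH 7.2, KCl, MgCl2; 1 h room temperature. ATP formed read by Kinase-Glo luminescence; normalized to uninhibited and no-enzyme controls.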
# USP2a inh: qHTS Assay for Inhibitors of Ubiquitin-specific Protease USP2a Using CHOP2 as the Reporter | 0.01% of 330,000 active | Potency, µM (highest dose often 38.3 µM), without a hit: at the highest dose activity change, negative = inhibition, actives largely listed as inhibitors | USP2 core, Ub-CHOP2 coupled fluorogenic reporter, 485/531;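 further: potency means the concentration at half of the fitted maximal effect; plate controls were DMSO wells for no effect and full inhibition by NEM control for full effect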
#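 Cell-free coupled assay: 10nM USP2 core preincubated 30min RT with compound in Tris-HCl pH 8.0/CaCl2/CHAPS buffer, then 25nM Ub-CHOP2 and 25nM reporter substrate; fluorescence (Ex 485/Em 531) read after 60min RT, normalized to NEM inhibition, concentration-response curves fitted.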
# KCNH2 3.1 inh: qHTS for Inhibitors of KCHN2 3.1: Mutant qHTS; U2OS KCNH2 3.1, thallium flux FluxOr; active compounds read low; activity change, % (tested at about 1.8 µM); 0.95% of 340,000 active;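 active means maximum activity change below -70%; inconclusive means maximum activity change from -70% to -50%; inactive means maximum activity change above -50%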;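 further: thallium influx rate constant from kinetic fluorescence after stimulation buffer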
#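 Normalized rate constant (relative to positive and negative DMSO controls) derived from a 2 min kinetic fluorescence read after stimulation; U2OS cells expressing the 3.1 isoform via virus at 1.77 x 10^8 /mL.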
# GALK inhibitor: qHTS Assay for Inhibitors of Human Galactokinase (GALK). P51570. Purified GALK, Kinase-Glo residual ATP luminescence. Potency, µM (series often up to 57.5 µM), inactives show at the highest dose activity change, negative = inhibition, usual class: inhibitors. 0.007% of 270,000 active; further: potency means the concentration at half of the fitted maximal effect
#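 Quantitative HTS: GALK 5 nM, ATP 35 uM, galactose 100 uM, 1 h room temperature, then luciferase-based ATP detection.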
# FBPA coupling cs: qHTS Assay for Inhibitors of Fructose-1,6-bisphosphate Aldolase from Giardia Lamblia: Coupling assay counterscreen; coupling enzyme system counterscreen, AmpLite Red fluorescence; activity change, negative = inhibition, % at 58.2 µM, hits read low; 0.67% of 290,000 active; AID 2472, 2010; in the data active means activity change below about -30%
#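 Fluorescence at 525 nm excitation and 598 nm emission measured inhibition of the coupled detection system without aldolase. Compounds (at 57.5 uM final) were preincubated 10 min at room temperature with coupling enzyme reagent before a 20 min substrate/AmpLite Red step.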
# B2AR arrestin: qHTS assay of beta-arrestin-biased ligands of beta2-adrenergic receptor | Beta-2 adrenergic receptor (Homo sapiens), P07550 | beta-arrestin recruitment to beta2AR, cell-based reporter | Potency, µM (doses to about 46.1 µM), for the others: top-dose activation, hits mostly activators | 0.02% of 330,000 active;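 further: potency means the concentration at half of the fitted maximal effect; 0% = DMSO controls and full agonism = EC100 isoproterenol or metaproterenol; nearly all actives have a fitted effect of over 65% in size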
# Giardia killer: Small Molecules that selectively kill Giardia lamblia: qHTS. Giardia lamblia trophozoite viability. activity change, % at 7.66 µM, hits read low. 0.15% of 340,000 active; in the data active means activity change below about -80%; inconclusive means between about -30% and that limit;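 further: parasites exposed to compound for two days anaerobically before the ATP read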
#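 Anaerobic 48 hrs incubation at 37 deg C of 100 trophozoites/well with test compounds; ATPLite 1-Step luminescence, 15-30 min RT, reports cellular ATP as viability.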
# The depositor's hits bear a star; ? = inconclusive; . = no result given. Unless noted, the call rests on the fitted dose curve; in most records, active means well fitted curve in the direction sought with a large enough effect; inconclusive means small, poorly fitted or top-dose-only effect, or another doubt; inactive means no such curve, though single readings can be large; an effect the other way counts as inactive or inconclusive. Unless noted, on the % scale 0 is the no-effect control and ±100 the full control effect. The order is random; overall some 2.4% were active at least once.
cpd	SMILES	Giardia killer	BCR signal inh	B2AR arrestin	GALK inhibitor	hERG WT inh	uPA generation	PKM2 act	USP2a inh	FBPA coupling cs	Eya2 inh	KCNH2 3.1 inh
1	Cc1noc(C)c1C(=O)OCC(=O)Nc1c(F)cccc1F	0	-9%	0.3%	6%	0	1%	0%	-5%	2	1%	-7
2	CCCCSc1nc2c(c(=O)[nH]c(=O)n2C)n1CCc1ccccc1	-10	6%	-0.7%	-1%	1	-14%	-1%	3%	-4	-14%	-3
3	O=C(CSc1nnc(COc2ccc(Cl)cc2)n1Cc1ccco1)c1ccccc1F	6	1%	0.0%	0%	-3	1%	10%	2%	2	5%	-21
4	COc1cccc(-n2nnc3c(=O)n(C/C=C/c4ccccc4)cnc32)c1	-10	-1%	-0.1%	0%	-5	-9%	5%	4%	1	26%	3
5	O=C(c1ccccc1Nc1ccc(SC(F)F)cc1)N1CCCCC1	3	-8%	-0.2%	2%	2	-1%	0%	-2%	-4	-9%	-6
6	Cc1ccc(NC(=O)CN2CCN(C)CC2)cc1S(=O)(=O)N1CCOCC1	0	8%	-0.3%	.	-6	1%	.	-1%	.	4%	-20
7	O=C(OCC(=O)N1CCN(C(=O)c2ccco2)CC1)c1cc(F)c(F)cc1Cl	5	0%	-0.3%	.	-3	2%	.	8%	.	-17%	-1
8	CC1CN(C(=O)C(C)Sc2nnnn2C)CC(C)O1 (configuration not stated)	-3	0%	0.2%	-2%	2	0%	-8%	-1%	-2	10%	21
9	O=C(COC(=O)c1ccccn1)NC1CCCCC1	18	1%	0.3%	0%	-3	1%	5%	6%	2	-29%	22
10	CN(c1ccccc1)S(=O)(=O)c1cccc(NC(=O)Cn2cnc3ccccc3c2=O)c1	1	11%	0.5%	1%	3	0%	1%	2%	0	3%	-12
11	COc1ccc(NC(=O)CCNC(=O)c2ccccc2)cc1S(N)(=O)=O	-16	1%	-0.3%	-2%	3	-3%	-1%	1%	1	2%	24
12	Cc1ccccc1N1CC(O)(c2ccccc2)[N+]2=C1SCC2 (configuration not stated)	-1	?	0.2%	0%	12	-3%	0%	12%	1	-1%	4
13	CS(=O)(=O)c1ccccc1-c1nnc(NC(=O)Cc2ccccc2)o1	5	-16%	-0.2%	-1%	3	7%	.	0%	.	-2%	8
14	CCc1[nH]nc2c1C(c1ccsc1)C(C#N)=C(N)O2 (configuration not stated)	-3	?	-0.6%	0%	7	1%	9%	-2%	2	4%	4
15	COCC1CCCCN1C(=O)c1ccc(OC2CCN(CCc3ccccc3)CC2)cc1 (configuration not stated)	-7	-1%	0.0%	5%	30	-19%	-4%	1%	1	8%	-2
16	Cc1ccc(C(=O)NC(=S)Nc2cccc3c(C)cc(C)nc23)cc1	-11	-2%	-0.6%	3%	-2	3%	1%	2%	-6	13%	6
17	Fc1ccc(-n2c(-c3ccc4ccccc4n3)n[nH]c2=S)cc1Cl	-16	6%	0.1%	1%	1	-5%	5%	0%	-8	-1%	4
18	CCOc1cc(N2CCOCC2)c(OCC)cc1NC(=O)COC(=O)c1ccc(Cl)cc1N	-3	-5%	0.0%	.	8	-2%	.	-5%	.	-12%	-1
19	CC(C)Oc1ccc(C(=O)NC2=NCCS2)cc1	-18	6%	-0.1%	0%	-16	-15%	-12%	1%	8	11%	-12
20	O=C1/C(=C\c2ccccc2)CCc2c1[nH]c1ccccc21	2	?	-0.8%	1%	-11	-18%	3%	-4%	-2	-27%	?

# More results.
cpd	SMILES	Giardia killer	BCR signal inh	B2AR arrestin	GALK inhibitor	hERG WT inh	uPA generation	PKM2 act	USP2a inh	FBPA coupling cs	Eya2 inh	KCNH2 3.1 inh
21	Cc1cc(C(=O)N/N=C/c2ccc(OCc3ccccc3)cc2)c(C)o1	-19	?	0.0%	15%	9	-5%	2%	3%	-1	-1%	7
22	Cc1nn(CC(=O)Nc2ccc(C(C)C)cc2)c(C)c1[N+](=O)[O-]	6	-2%	-0.4%	3%	-10	0%	-6%	3%	-5	-13%	3
23	CCN(CC)C(=O)[C@H]1C[C@H](CC(=O)NCCN2CCOCC2)C(=O)N2CCc3c([nH]c4ccc(Cl)cc34)[C@]12C	-24	-9%	0.2%	.	-2	-27%	.	0%	.	6%	1
24	COc1cccc(NC(=O)COC(=O)c2ccc3c(c2)OCO3)c1	-7	-18%	0.0%	.	-8	0%	.	1%	.	11%	-13
25	C=CCSc1ncc(CO)n1Cc1ccccc1	-3	0%	-0.2%	14%	-3	-4%	0%	1%	-1	?	1
26	C/C(=N/OC(=O)c1c(-c2c(F)cccc2Cl)noc1C)c1cnccn1	-6	0%	15%	-1%	2	-5%	-1%	-5%	3	2%	12
27	CN(c1ccccc1C(=O)N1CCN(Cc2ccc3c(c2)OCO3)CC1)S(C)(=O)=O	-1	-1%	-0.3%	0%	7	0%	-5%	-7%	2	-11%	-11
28	CCn1nnc(NC(=O)COc2cc(C)ccc2C(C)C)n1	2	?	-0.1%	-3%	-34	.	1%	-1%	2	-16%	13
29	COc1ccccc1N(CC(=O)NCCSCc1cccc(Cl)c1)S(C)(=O)=O	-6	1%	-0.1%	-2%	17	-2%	.	3%	3	0%	4
30	Cc1nn(C)c(C(=O)Nc2ccc3c(c2)OCO3)c1[N+](=O)[O-]	8	-1%	0.1%	4%	-18	9%	.	2%	.	-11%	-7
31	COc1ccc(C(=O)NN(C)c2nc(-c3ccccc3)nnc2C(F)(F)F)cc1	6	?	0.1%	0%	6	-2%	0%	10%	5	-19%	-10
32	O=C1CCC(C(=O)N2CCc3c(Cl)cccc3C2)CN1CCCN1CCOCC1 (configuration not stated)	-14	-1%	0.4%	1%	24	1%	-8%	-1%	.	1%	-16
33	O=C(O)c1ccc(C(=O)Nc2ccc(F)cc2)cc1	-12	?	-0.8%	.	.	10%	.	1%	.	-13%	.
34	O=C(CNC(=O)c1ccc(S(=O)(=O)N2CCCC2)cc1)N/N=C/c1ccc(F)cc1	4	3%	0.2%	1%	.	-17%	0%	1%	2	0%	-2
35	O=C(NCc1nc2ccccc2[nH]1)c1ccccc1F	-14	5%	-0.4%	1%	-7	3%	-1%	8%	1	4%	9
36	O=C(O)c1cc(-c2ccccc2)on1	-2	-13%	-0.4%	0%	-7	-4%	0%	-18%	3	-8%	4
37	COc1ccc(/C=C(\C#N)C(=O)NCC2CCCO2)cc1OC (configuration not stated)	-9	-1%	0.3%	2%	0	-5%	-3%	-5%	-2	-16%	4
38	Cc1ccnc(SCc2nc3ccccc3s2)n1	-6	?	2.7%	0%	-15	.	-7%	0%	4	15%	-8
39	O=C(/C=C(\O)c1ccc(Cl)cc1)C(=O)NNC(=O)C(O)(c1ccccc1)c1ccccc1	-8	0%	0.2%	1%	-1	10%	5%	-1%	4	2%	-1
40	Cc1ncc(CN2CCC(CO)(Cc3ccccc3)CC2)s1	24	?	0.0%	4%	3	11%	0%	0%	5	-3%	9

# Random excerpt: 5 records from the list, in no set order.
cpd	SMILES	Giardia killer	BCR signal inh	B2AR arrestin	GALK inhibitor	hERG WT inh	uPA generation	PKM2 act	USP2a inh	FBPA coupling cs	Eya2 inh	KCNH2 3.1 inh
34	O=C(CNC(=O)c1ccc(S(=O)(=O)N2CCCC2)cc1)N/N=C/c1ccc(F)cc1	4	3%	0.2%	1%	.	-17%	0%	1%	2	0%	-2
28	CCn1nnc(NC(=O)COc2cc(C)ccc2C(C)C)n1	2	?	-0.1%	-3%	-34	.	1%	-1%	2	-16%	13
23	CCN(CC)C(=O)[C@H]1C[C@H](CC(=O)NCCN2CCOCC2)C(=O)N2CCc3c([nH]c4ccc(Cl)cc34)[C@]12C	-24	-9%	0.2%	.	-2	-27%	.	0%	.	6%	1
24	COc1cccc(NC(=O)COC(=O)c2ccc3c(c2)OCO3)c1	-7	-18%	0.0%	.	-8	0%	.	1%	.	11%	-13
21	Cc1cc(C(=O)N/N=C/c2ccc(OCc3ccccc3)cc2)c(C)o1	-19	?	0.0%	15%	9	-5%	2%	3%	-1	-1%	7
